Source: PubChem
TNAP pNPP inh = blocks human TNAP p-nitrophenol release | P05186 | purified TNAP, pNPP hydrolysis, absorbance 405 nm | inhibition, % at 20 µM | 21,000 tested, under 10 active;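 also: 0% = DMSO only wells and 100% = 1 mM levamisole wells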
Target sequence (P05186 whole entry, looked up): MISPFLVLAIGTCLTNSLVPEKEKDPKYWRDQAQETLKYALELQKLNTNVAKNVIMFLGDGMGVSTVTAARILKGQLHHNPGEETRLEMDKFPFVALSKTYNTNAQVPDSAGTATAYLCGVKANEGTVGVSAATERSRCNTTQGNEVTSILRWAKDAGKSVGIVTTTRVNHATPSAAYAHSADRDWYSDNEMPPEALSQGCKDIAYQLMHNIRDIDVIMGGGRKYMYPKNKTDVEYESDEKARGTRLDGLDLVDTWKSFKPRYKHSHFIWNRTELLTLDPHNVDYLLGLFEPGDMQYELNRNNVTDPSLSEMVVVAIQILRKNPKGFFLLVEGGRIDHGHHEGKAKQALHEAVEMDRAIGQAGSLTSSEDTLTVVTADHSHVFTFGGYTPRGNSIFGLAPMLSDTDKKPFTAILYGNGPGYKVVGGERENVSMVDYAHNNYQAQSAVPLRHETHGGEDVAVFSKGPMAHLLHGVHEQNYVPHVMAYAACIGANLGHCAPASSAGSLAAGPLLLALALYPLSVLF
TNAP Pi inh = human TNAP inhibition, phosphate detection | purified TNAP, pNPP, malachite green phosphate absorbance | inhibition, % at 20 µM | 21,000 tested, under 10 active
Starred values were filed as active, the others as inactive.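 The calls were made as follows: active = inhibition above 50% at the 20 µM single-dose screen; inactive = the rest.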

SMILES	TNAP pNPP inh	TNAP Pi inh
Cc1oncc1C(=O)Nc1ccc(C(F)(F)F)cc1	2	8
CN1CCC(=C2c3ccccc3CC(=O)c3sccc32)CC1	-1	6
CN1CCN(c2c(F)cc3c(=O)c(C(=O)O)cn4c3c2SCC4)CC1	-3	3
O=C(NCCN1CCOCC1)c1ccc(Cl)cc1	3	-5
CC(=O)O[C@@]12CO[C@@H]1C[C@H](O)[C@@]1(C)C(=O)[C@H](O)C3=C(C)[C@@H](OC(=O)[C@H](O)[C@@H](NC(=O)OC(C)(C)C)c4ccccc4)C[C@](O)([C@@H](OC(=O)c4ccccc4)[C@H]21)C3(C)C	5	11
CN(C)CCOC(=O)C(c1ccccc1)C1(O)CCCC1 (stereo unspecified)	7	12
CCCN(CCC)C(=O)C(CCC(=O)O)NC(=O)c1ccccc1 (stereo unspecified)	4	7
OCC(O)CN1CCN(c2ccccc2)CC1 (stereo unspecified)	0	3
OCCOCCN1CCN(C(c2ccccc2)c2ccc(Cl)cc2)CC1 (stereo unspecified)	4	10
CCN(CC)CCOC(=O)C(c1ccccc1)c1ccccc1	6	9
O=C1CCc2cc(OCCCCc3nnnn3C3CCCCC3)ccc2N1	0	0
COc1cc(C(=O)NCCCCCC(=O)O)cc(OC)c1OC	6	8

Fetched by structure from above:
SMILES	TNAP pNPP inh	TNAP Pi inh
CN1CCN(c2c(F)cc3c(=O)c(C(=O)O)cn4c3c2SCC4)CC1	-3	3
Cc1oncc1C(=O)Nc1ccc(C(F)(F)F)cc1	2	8
O=C(NCCN1CCOCC1)c1ccc(Cl)cc1	3	-5
OCCOCCN1CCN(C(c2ccccc2)c2ccc(Cl)cc2)CC1 (stereo unspecified)	4	10
CCN(CC)CCOC(=O)C(c1ccccc1)c1ccccc1	6	9
CCCN(CCC)C(=O)C(CCC(=O)O)NC(=O)c1ccccc1 (stereo unspecified)	4	7

These rows are one share of the data; the hit share may differ from the screen's.
